tolC growth inh = E. coli tolC mutant growth inhibition; actives 2.2% (n = 65,000); E. coli BW25113 tolC mutant growth, OD615; growth inhibition, % at 10 µM (by protocol); AID 573;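 active = growth inhibition at or above a cutoff equal to the mean over every tested compound plus 3 SD, cut at about 60% in these data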;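 note: growth measured after 20 h incubation at 37 °C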
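Material: E. coli BW25113 ΔtolC::kan, tolC deletion mutant strain. Measure: percent growth inhibition. Schedule: 37 °C, 20 h exposure. Doses: single-point testing at 10 µM. Signal: A615 absorbance measurement. Buffer or medium: kanamycin-containing LB broth (50 µg/mL).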
HEK293 NFkB inh = inhibitors of the PMA/ionomycin-induced NF-kB reporter in HEK293 cells | HEK-293 NF-kB luciferase reporter, luminescence | inhibition, % at 3 µM | actives 0.21% (n = 62,000) | AID 465;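 active = inhibition above the mean of all tested compounds plus 3 SD, cut at about 40% in these data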;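 note: 0% = stimulated DMSO wells and 100% = 10 µM reference inhibitor 5653914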
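System: NF-kB luciferase reporter HEK-293 cells | Replication: Single test | Control set: DMSO vs reference inhibitor | Evaluation: % inhibition | Schedule: 1 h pretreatment, 16 h stimulation, 37 °C | Probe or stimulus: PMA with ionomycin | Compound dosing: One dose, 3 µM | Detection: Luciferase luminescence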
A340 absorber = absorbance at 340 nm; compound absorbance at 340 nm, fold over control; fold change at 10 µM; 65,000 tested, under 10 active;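 active = at 10 µM dose, initial 340 nm absorbance at least 2 fold that of control wells; inactive = change under 2 fold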;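 note: initial absorbance extrapolated from kinetic A340 decline of NADH oxidation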
JNK3 blocker = JNK3 (human) kinase inhibition | P53779 | purified JNK3 kinase activity, HTS | inhibition, % at 8 µM | actives 0.61% (n = 60,000) | AID 746; in the data active = inhibition above about 17%;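 note: 0% = DMSO and 100% = reference inhibitor; many of its hits are not listed in these tables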
ROCK2 blocker = blocks human Rho kinase 2 activity; inhibition, % at 6 µM; purified ROCK2, Kinase-Glo ATP depletion luminescence; O75116; actives 0.35% (n = 60,000);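 active = inhibition above the screen-wide mean inhibition plus 3 SD, cut at about 18% in these data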;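 note: plate controls were DMSO wells for no effect and Y-27632 control wells after no-enzyme background subtraction for full effect; many of its hits are not listed in these tables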
Autofluor 339 = intrinsic fluorescence of library compounds, ex339/em460 – biochemical, MLSMR library, data from DPM-DC assay, artefact control, profiling panel | compound autofluorescence, ex339/em460 nm, NADH buffer; stronger effect = higher value; 1 = no-compound wells, NADH background | fluorescence fold increase at 10 µM | actives 5.5% (n = 65,000) | AID 709;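 active = at 10 µM, mean starting fluorescence two-fold or more over control wells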;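 note: signal is the first read of a kinetic run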
PKA kinase inh = inhibitors of human protein kinase A; AID 524; PKA Kemptide phosphorylation, Kinase-Glo ATP luminescence; actives 0.1% (n = 65,000); inhibition, % at 6 µM;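 active = inhibition above the screen-wide mean inhibition plus 3 SD, cut at about 21% in these data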; note: many of its hits are not listed in these tables
MMP-13 inhibitor = inhibitors of human MMP13; P45452; MMP-13 fTHP FRET cleavage, Mca fluorescence; inhibition, % at 4 µM; actives 0.07% (n = 65,000); AID 570;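 active = inhibition above the mean of compound-free control plate wells plus 3 SD, cut at about 14% in these data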;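 note: 0% = DMSO wells and 100% = wells with reference MMP-13 inhibitor after basal subtraction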
NADH enzymes = blocks coupling enzymes of NAD/NADH assays. coupled PK/LDH NADH assays, four targets. IC50, µM (top dose mostly 10 µM), inactives show at the top dose inhibition. actives 0.02% (n = 65,000). AID 774;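 active = single-dose screening hits from any of four coupled enzyme assays that gave an IC50 when retested across doses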;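 note: the DPM-DC format reads NADH fluorescence rather than 340 nm absorbance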
* = called active by the depositor; . = no result given; [ ] = another dose, or the depositor's remark. An excerpt; the hit share may differ from the screen's.

Letters: A = tolC growth inh; B = HEK293 NFkB inh; C = A340 absorber; D = JNK3 blocker; E = ROCK2 blocker; F = Autofluor 339; G = PKA kinase inh; H = MMP-13 inhibitor; I = NADH enzymes
CCOC(=O)N1CCN(C(=O)c2cc3cc(Br)ccc3oc2=O)CC1
  A = 1; B = 8; C = 1.1; D = 6; E = -2; F = 1.1; G = 3; H = 3; I = 1%
CC(=O)Nc1cccc(C(=O)Nc2ccccc2C(=O)O)c1
  A = -20; B = 15; C = 1; D = 13; E = 5; F = 1.1; G = -2; H = 2; I = 4%
CN(CC(=O)NC1CCCCCC1)S(=O)(=O)c1ccccc1
  A = -1; B = 2; C = 1; D = 6; E = 6; F = 1.1; G = 8; H = -1; I = 2%
Cc1cc(C)n(C(=O)c2ccc(NC(=O)CC(C)C)cc2)n1
  A = 3; B = 9; C = 1; D = -8; E = -7; F = 1.1; G = 1; H = 1; I = 2%
Cc1ccc(CCP(=O)(O)CN2CCCCC2)cn1
  A = -14; B = 7; C = 1.1; D = -1; E = 4; F = 1.1; G = 6; H = 0; I = 6%
COc1ccc(-c2c3c(=O)n(C)c(=O)n(C)c3cn2-c2cc(OC)ccc2OC)cc1
  A = .; B = 18; C = 1; D = 4; E = 6; F = 3.7*; G = 3; H = -61[fluorescence artefact?]; I = 12%[fluoresces]
CCOc1ccccc1N1CCN(c2nc3ccccc3nc2C(C#N)C(=O)OC(C)C)CC1 (stereo unspecified)
  A = 5; B = .; C = 1; D = -2; E = 8; F = 1.1; G = 5; H = 9; I = 4%
COc1cc(C(Nc2ccccn2)c2ccc3ccc(C)nc3c2O)cc(OC)c1O (stereo unspecified)
  A = -8; B = 25; C = 1; D = 0; E = 7; F = 0.98; G = 8; H = -3; I = 5%
CCOC(=O)C1CCN(Cc2ccc(OC)cc2OC)CC1
  A = -13; B = .; C = 1.1; D = .; E = .; F = 1.1; G = .; H = .; I = 18%
COc1ccc(N2CCN(C(=O)CSc3nnc(-c4ccc5[nH]c(C)c(C)c5c4)o3)CC2)cc1
  A = -9; B = 13; C = 1; D = 4; E = -1; F = 1.8; G = -4; H = 0; I = 6%
Cc1ccnc2c(N3C(=O)C4C5C=CC(C5)C4(C)C3=O)cccc12 (stereo unspecified)
  A = -4; B = 7; C = 0.98; D = -1; E = 3; F = 1; G = 8; H = 0; I = 1%
CCC(C)(C)NC(=O)C1CCN(c2nc(C)cc(C)n2)CC1
  A = -6; B = 10; C = 0.99; D = 4; E = 4; F = 1.4; G = 13; H = -17; I = 9%
CC(C)C(=O)NC(C)C(c1cccs1)N1CCOCC1 (stereo unspecified)
  A = -9; B = 16; C = 1; D = -3; E = 7; F = 1; G = 12; H = 6; I = 5%
Cc1c(C(=O)N2CCN(Cc3ccccc3)CC2)sc2ncnc(N3CCOCC3)c12
  A = -11; B = 12; C = 1.1; D = 3; E = 7; F = 1.1; G = 14; H = -2; I = 5%
O=C(COC(=O)C(O)c1ccccc1)NC12CC3CC(CC(C3)C1)C2 (stereo unspecified)
  A = 14; B = 20; C = 1; D = -2; E = 4; F = 1.1; G = 11; H = 2; I = 2%
NC(=O)CN1C(=O)C2C3C=CC(C3)C2C1=O (stereo unspecified)
  A = -1; B = 4; C = 1; D = -3; E = 5; F = 1.1; G = 12; H = 5; I = 2%
C=CCNc1nc(N2CCOCC2)c(C#N)c2c1CN(C)CC2
  A = 3; B = .; C = 1.1; D = 3; E = 5; F = 1.3; G = 4; H = -7; I = 9%
CN(CC(=O)NCc1ccc(F)cc1)S(=O)(=O)c1cccc2nsnc12
  A = -14; B = 6; C = 1; D = 3; E = 8; F = 1.1; G = 9; H = -3; I = 5%
CC(=O)CCc1oc2ccc(NC(C)=O)cc2c1-c1ccc(C)o1
  A = -4; B = 5; C = 0.98; D = 3; E = 5; F = 1.1; G = 3; H = 1; I = 4%
Cc1ccccc1Cn1c(=N)n(CC(=O)c2ccco2)c2ccccc21
  A = 37; B = 14; C = 1; D = 4; E = 6; F = 1.1; G = 0; H = -8; I = 3%
O=C(Oc1ccc2c(c1)CCC2)N1CCOCC1
  A = -8; B = 8; C = 1.1; D = -2; E = 3; F = 1; G = -2; H = 2; I = 3%
COC(=O)C1C2C=CC3(CN(c4cccc(Cl)c4)C(=O)C13)O2 (stereo unspecified)
  A = -18; B = 5; C = 1.1; D = -1; E = 1; F = 1; G = 5; H = 2; I = 2%
COc1cc(NC(=O)C2CCN(S(=O)(=O)c3cccnc3)CC2)cc(OC)c1OC
  A = -8; B = 4; C = 1.1; D = .; E = .; F = 1; G = 6; H = 1; I = 3%
C=C(C)c1cccc(C(C)(C)NC(=O)Nc2ncccn2)c1
  A = -12; B = 6; C = 0.98; D = -11; E = -5; F = 1; G = -2; H = 1; I = 3%
Cc1ccc(Cc2c(C)nc3nc(SCC(=O)NCc4ccco4)nn3c2C)cc1
  A = 6; B = 10; C = 1.1; D = .; E = .; F = 1.2; G = -5; H = 2; I = 2%

Autofluor 339, entries above that show a hit
Compound | HEK293 NFkB inh | A340 absorber | JNK3 blocker | ROCK2 blocker | Autofluor 339 | PKA kinase inh | MMP-13 inhibitor | NADH enzymes
COc1ccc(-c2c3c(=O)n(C)c(=O)n(C)c3cn2-c2cc(OC)ccc2OC)cc1 | 18 | 1 | 4 | 6 | 3.7* | 3 | -61[fluorescence artefact?] | 12%[fluoresces]

(cont.)
Letters: A = tolC growth inh; B = HEK293 NFkB inh; C = A340 absorber; D = JNK3 blocker; E = ROCK2 blocker; F = Autofluor 339; G = PKA kinase inh; H = MMP-13 inhibitor; I = NADH enzymes
c1ccc2c(c1)nc(N1CCOCC1)c1c3ccccc3[nH]c21
  A = 27; B = -11; C = 1.1; D = 59*; E = -2; F = 3.6*; G = 5; H = -233[fluorescence artefact?]; I = 8%[fluoresces]
CN(C)c1nc(C(=O)Nc2ccccc2)nc(N(C)C)n1
  A = 9; B = -8; C = 1.1; D = -14; E = 4; F = 1.1; G = 3; H = 0; I = 0%
CC(C)(C)NC(=O)C(c1ccco1)N(Cc1ccc(F)cc1)C(=O)c1snc(C(N)=O)c1N (stereo unspecified)
  A = 21; B = 7; C = 1; D = -3; E = 0; F = 1.9; G = 0; H = -10; I = 11%
c1ccc(/N=C2\N=C(Nc3ccccn3)c3ccccc32)nc1
  A = -6; B = -3; C = 1.1; D = 4; E = 7; F = 0.98; G = 10; H = -4; I = 8%
Nc1nc(-c2cccnc2)nn1C(=O)COc1ccccc1
  A = -19; B = 14; C = 1.1; D = 1; E = 9; F = 1.1; G = 8; H = 2; I = 5%
O=C(NC1CCCCCCC1)C1CCCN(S(=O)(=O)c2cnc[nH]2)C1 (stereo unspecified)
  A = -5; B = 11; C = 1; D = 0; E = 6; F = 1.1; G = 3; H = 4; I = 1%
c1ccc(-c2nn3c(C4CCCCC4)nnc3s2)cc1
  A = 18; B = .; C = 1; D = -2; E = 3; F = 1.1; G = 5; H = 9; I = 3%
O=C(Nc1ccccc1F)NC1CCN(Cc2nnnn2Cc2ccc(F)cc2)CC1
  A = -4; B = 15; C = 0.99; D = -3; E = -2; F = 1.1; G = -5; H = 0; I = 5%
OC1(c2ccc(F)cc2)CCN(Cc2ccccc2)C1 (stereo unspecified)
  A = -32; B = 6; C = 1; D = -5; E = 7; F = 1.1; G = 10; H = 0; I = 4%
Cc1ccc(CC(CC(=O)O)C(=O)NC2CCCCC2)cc1 (stereo unspecified)
  A = -7; B = 8; C = 1; D = -3; E = 8; F = 1.1; G = 11; H = 1; I = 5%
CCOC(=O)c1c(C)c(C(=O)N2CCN(C(=O)c3ccco3)CC2)c(C)n1C
  A = -6; B = -4; C = 0.96; D = -8; E = 2; F = 1.1; G = 0; H = -3; I = 6%
CCOc1ccc2nc(N3CCC(C(=O)N4CCN(C(=O)c5ccco5)CC4)CC3)sc2c1
  A = 18; B = 11; C = 1; D = -5; E = 6; F = 1.1; G = 7; H = 0; I = 7%
CSc1ccccc1C(=O)NC1CC2CCC1C2 (stereo unspecified)
  A = -14; B = 8; C = 0.98; D = 2; E = 0; F = 1; G = 8; H = 3; I = 1%
N#Cc1c(N)nc(SCc2ccccn2)c(C#N)c1-c1cccs1
  A = 8; B = .; C = 1.1; D = 3; E = 7; F = 1.1; G = 3; H = -4; I = 2%
CCSc1ccccc1C(=O)Nc1cccc(OC)c1
  A = 1; B = 9; C = 0.98; D = 1; E = 2; F = 1; G = 1; H = 2; I = 2%
CC(C)OCCCNc1ncc2c(n1)CC(c1ccc(N(C)C)cc1)CC2=O (stereo unspecified)
  A = 20; B = 22; C = 0.99; D = -4; E = -3; F = 1.1; G = 5; H = -1; I = 7%
O=C(NCCN1CCc2ccccc2C1)Nc1ccc(F)cc1
  A = 1; B = 1; C = 1; D = -7; E = -2; F = 1; G = -6; H = 6; I = 9%
CNC(=O)CN(c1cccc(Br)c1)S(C)(=O)=O
  A = -16; B = -4; C = 1; D = 0; E = 9; F = 1.1; G = 8; H = 2; I = 4%
CCCCNC(=O)c1ccc(NS(=O)(=O)c2ccccc2)cc1
  A = 26; B = -5; C = 1; D = -8; E = -2; F = 1.1; G = 4; H = 2; I = 2%
C=CCn1c(SCC(=O)NCC(=O)OCC)nnc1-c1cccc(OC)c1
  A = -20; B = -5; C = 1; D = 5; E = 2; F = 1.1; G = 5; H = 6; I = 1%
CC(=O)C1(O)C(C)CC2C3CCC4CC(O)CCC4(C)C3=CCC21C (stereo unspecified)
  A = 22; B = 14; C = 1; D = 5; E = 2; F = 1.1; G = 8; H = 5; I = 9%
COc1cccc(C2C(C(N)=O)=C(C)Nc3nc(-c4cccc(Cl)c4)nn32)c1 (stereo unspecified)
  A = 16; B = 14; C = 1; D = -2; E = 1; F = 1.2; G = 13; H = 2; I = 0%
CCN(CC)S(=O)(=O)c1ccc(NC2CCCc3ccccc32)nc1 (stereo unspecified)
  A = 16; B = 7; C = 1; D = .; E = .; F = 1; G = 10; H = 2; I = 2%
Cc1ccc(N2CCN(CC(O)COC3CCCCC3)CC2)cc1 (stereo unspecified)
  A = -4; B = 3; C = 1; D = -5; E = 1; F = 1.1; G = -4; H = 4; I = 3%

Look-ups from above:
O=C(NCCN1CCc2ccccc2C1)Nc1ccc(F)cc1 in MMP-13 inhibitor: 6
CN(C)c1nc(C(=O)Nc2ccccc2)nc(N(C)C)n1 in ROCK2 blocker: 4

Source: PubChem BioAssay (several laboratories)
